High-throughput results as filed in PubChem.
PGC1a acetyl inh – modulators of PGC1a acetylation; AID 651687; U2OS PGC1a acetylation, AlphaScreen anti-acetyl-lysine; with virally co-expressed GCN5 acetyltransferase; inhibition, % at 15.6 µM; 0.17% of 350,000 active;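 active = every replicate shows inhibition of at least 40%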;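 also: 0% = neutral control wells and 100% = positive control wells; some results beyond the cut were filed as inactive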
PglD inh – blocks C. jejuni PglD acetyltransferase activity | inhibition, % at 12.5 µM | 0.098% of 360,000 active | purified PglD enzyme, DTNB colorimetric CoA detection; in the data active = inhibition above about 16%, passing the limit was not always enough; also: strong numbers were not always called active
Starred values were filed as active, the others as inactive.

PglD inh | PGC1a acetyl inh | compound
-2 | 10 | COc1cc(OC)cc(C(=O)NCCN2CCOCC2)c1
-2 | 0 | C=CCn1c(SCC(=O)NC2CCCC2)nc2scc(-c3ccco3)c2c1=O
1 | 0 | Cc1cccc(NC(=O)CSc2nc3ccc(N4C(=O)c5ccccc5C4=O)cc3s2)c1C
3 | 4 | Clc1ccc(-c2csc(N3CCc4ccccc4C3)n2)cc1
2 | 12 | CCCOc1ccc(N2CC(C(=O)Nc3ccccc3F)CC2=O)cc1 (configuration not stated)
-6 | -3 | COc1cccc(C(=O)N2CCN(Cc3ccccc3C(F)(F)F)CC2)c1
6 | -4 | COc1cc2sc(C)nc2c2sccc12
-3 | -9 | CCCS(=O)(=O)N1CCC(C(=O)NCC2CCCO2)CC1 (configuration not stated)
1 | 0 | Cc1nnc(N(C)C(=O)c2ccccn2)s1
-2 | -16 | COc1cc(OC)c(NC(=O)c2c(-c3ccccc3)noc2C)cc1Cl
4 | 3 | O=C(NC1CCCC1)c1ccc(CN2CCOCC2)cc1
3 | -19 | CC1CN(C(=O)N[C@@H](Cc2ccccc2)C(=O)O)CC(C)O1 (some centres not stated)

Brought forward from above: 5 compounds, then new ones.
PglD inh | PGC1a acetyl inh | compound
-3 | -9 | CCCS(=O)(=O)N1CCC(C(=O)NCC2CCCO2)CC1 (configuration not stated)
1 | 0 | Cc1nnc(N(C)C(=O)c2ccccn2)s1
-2 | -16 | COc1cc(OC)c(NC(=O)c2c(-c3ccccc3)noc2C)cc1Cl
4 | 3 | O=C(NC1CCCC1)c1ccc(CN2CCOCC2)cc1
3 | -19 | CC1CN(C(=O)N[C@@H](Cc2ccccc2)C(=O)O)CC(C)O1 (some centres not stated)
0 | -7 | O=C(CCNC(=O)Cn1ccc2ccccc2c1=O)NCCN1CCN(c2ccccc2F)CC1
-2 | 0 | COc1ccccc1-n1c(C)cc(SC)c(C(C)=O)c1=S
-5 | 1 | CCCCn1c(/N=C/c2c[nH]c3ccccc23)nc2ccccc21
4 | -1 | COc1ccc(NS(=O)(=O)c2cccc(C(=O)N/N=C(\C)c3ccc(-n4ccnc4)cc3)c2)cc1
-3 | 7 | Cc1sc2ncn(-n3c(C)ccc3C)c(=O)c2c1C
-2 | -18 | Cc1nn(C(C)C(=O)N2CCN(c3ccccn3)CC2)c(=O)c2cc3occc3n12 (configuration not stated)
0 | -7 | CCc1nc(SCC(=O)Nc2nc3c(s2)CCCC3)c2ccccc2n1
9 | -9 | CCn1cc([N+](=O)[O-])c(C(=O)N2CCCC2)n1
-1 | 30 | COc1ccc(CN2CCN(C(=O)c3cccs3)CC2)cc1
-2 | 3 | COc1ccc(-n2c(Cc3cc(=O)[nH]c(=O)[nH]3)nnc2SCc2ccccc2)cc1
-4 | -12 | CCCOc1ccc2oc(=O)c3c(c2c1)CCCN3C(=O)CN1CCN(c2ncccn2)CC1
-6 | 14 | Cc1ccc(S(=O)(=O)NC(=NCC(=O)O)c2ccc(F)cc2)cc1

Quoted from the listing:
Result of `COc1cc2sc(C)nc2c2sccc12` under PGC1a acetyl inh: -4
Result of `Cc1cccc(NC(=O)CSc2nc3ccc(N4C(=O)c5ccccc5C4=O)cc3s2)c1C` under PGC1a acetyl inh: 0
Result of `Clc1ccc(-c2csc(N3CCc4ccccc4C3)n2)cc1` under PglD inh: 3
Result of `COc1cc(OC)cc(C(=O)NCCN2CCOCC2)c1` under PGC1a acetyl inh: 10
Result of `C=CCn1c(SCC(=O)NC2CCCC2)nc2scc(-c3ccco3)c2c1=O` under PGC1a acetyl inh: 0
Result of `COc1ccc(NS(=O)(=O)c2cccc(C(=O)N/N=C(\C)c3ccc(-n4ccnc4)cc3)c2)cc1` under PglD inh: 4
Result of `Cc1ccc(S(=O)(=O)NC(=NCC(=O)O)c2ccc(F)cc2)cc1` under PGC1a acetyl inh: 14

Whole records, looked up by structure. Order of screens: PglD inh	PGC1a acetyl inh
CCCOc1ccc(N2CC(C(=O)Nc3ccccc3F)CC2=O)cc1 (configuration not stated) in the list: 2	12
O=C(CCNC(=O)Cn1ccc2ccccc2c1=O)NCCN1CCN(c2ccccc2F)CC1 in the list: 0	-7

Additional entries
PglD inh | PGC1a acetyl inh | compound
9 | 10 | C/C(=N/NS(=O)(=O)c1ccc(Br)cc1)c1ccc(NC(=O)c2ccc(C)o2)cc1
-4 | 1 | Cc1cccc(Oc2c(C=O)c3ccccc3n2C)c1
3 | -10 | COc1ccc(-c2nnc(SCCc3ccccc3)n2N)cc1
5 | 0 | Cc1ccc(OC(C)C(=O)N2CCc3ccccc32)cc1 (configuration not stated)
-3 | -32 | O=C(c1cc2sccc2n1Cc1ccccc1)N1CCc2ccccc21
1 | 7 | CCC1=NC(c2ccccc2)N(O)C1(C)C (configuration not stated)
-5 | 8 | Cc1noc(C)c1C(=O)NCc1ccco1
1 | -17 | CCC(CC)C(=O)NCCc1cc2c(OC)ccc(OC)c2[nH]c1=O
2 | 5 | O=C(Nc1ccc(Oc2ccc(NC(=O)C3CCCO3)cc2)cc1)C1CCCO1 (configuration not stated)
-5 | 7 | Cc1ccc(CN2C(=O)CCC2C(=O)NC2CCCC2)cc1 (configuration not stated)
13 | 21 | O=C(O)CCSc1nc2ccc(Br)cc2[nH]1
2 | -7 | O=C(NCCCN1CCOCC1)c1ccc2c(=O)n(Cc3cccc(Br)c3)c(=S)[nH]c2c1
-6 | 1 | CC(=O)N1CN(CCCn2ccnc2)Cc2c1sc1c2CCCC1
0 | 2 | Cc1ccc(S(=O)(=O)N2CCN(c3ccc(S(=O)(=O)N4CCOCC4)cn3)CC2)cc1
-5 | -7 | COc1ccccc1CC(=O)Nc1cc2oc3ccccc3c2cc1OC
6 | -2 | CC(=O)Nc1ccccc1OCc1nnc(-c2cccs2)o1
9 | -4 | O=C(CSc1ncnc2scc(-c3ccc(Cl)cc3)c12)NCc1ccc2c(c1)OCO2
2 | -10 | COc1cc(NC(=O)CS(=O)(=O)c2ccc(C)cc2)cc(OC)c1OC
1 | -1 | CCOC(=O)C1=C(CSc2nc(-c3ccccc3)ccc2C#N)OC(N)=C(C#N)C1c1ccccc1 (configuration not stated)
-3 | -4 | O=C(Nc1nccs1)C12CC3CC(C1)CC(C(=O)Nc1nccs1)(C3)C2
1 | 0 | O=C(O)c1ccc(C(=O)Nc2cccc(NC(=O)C3CCCO3)c2)cc1 (configuration not stated)
2 | 4 | CCCc1nnc(NC(=O)C(CC)OC(=O)c2cc(C)nc3ccccc23)s1 (configuration not stated)
2 | 12 | O=C(O)CCCC(=O)NCCCCc1ccccc1
-2 | 6 | CC12CN3CC(C)(CN(C1)C3c1ccccc1Cl)C2O (configuration not stated)
2 | 0 | CC(C)C(=O)Nc1cccc(-c2nc3ccccc3c(=O)o2)c1
2 | -8 | CC(C)NC(=O)c1c2c(nc3ccccc13)CCCC2
2 | 3 | Cc1noc(C)c1CSc1nnc(-c2c[nH]c3ccccc23)n1-c1ccc(Cl)cc1
-1 | -8 | COC(=O)CCC(=O)N1CCc2cc(S(=O)(=O)N3CCN(c4ccccc4Cl)CC3)ccc21
8 | 2 | O=C(CSc1nc2ncccc2[nH]1)Nc1ccc2c(c1)OCCO2
-3 | -29 | O=C(NNC(=O)c1ccccc1-n1cccc1)c1ccccc1
1 | -6 | COCCn1nnnc1C(c1ccc(OC)cc1OC)N1CCN(c2ccccc2)CC1 (configuration not stated)
-9 | -3 | CN(C(=O)C12CC3CC(CC(C3)C1)C2)C1(C)CCS(=O)(=O)C1 (configuration not stated)
6 | -1 | OCCCN1c2ccccc2Nc2nnc(-c3ccccc3)cc21
-3 | -9 | CCNC(=S)N(Cc1ccc2c(c1)OCO2)C1CC(=O)N(c2ccc(OC)cc2)C1=O (configuration not stated)
-3 | -6 | COc1ccc(S(=O)(=O)Nc2c(C)n(C)n(-c3ccccc3)c2=O)cc1
-6 | 7 | Cc1cnnc2c1-c1nonc1CC2
-1 | -2 | COc1ccc(S(=O)(=O)N2CCCC(C(=O)N3CCN(C)CC3)C2)cc1C (configuration not stated)
5 | -11 | C=CCOc1ccc(/C(O)=C2\C(=O)C(=O)N(CCCOC)C2c2ccncc2)cc1 (configuration not stated)
1 | -5 | c1ccc(CC2CCN(c3nc4ccccc4n4nnnc34)CC2)cc1
-5 | -9 | O=C1CSC(c2ccncc2)N1Cc1ccco1 (configuration not stated)
1 | 9 | O=C(O)C(c1ccccc1)N1CCCC1 (configuration not stated)
-4 | -7 | CCOC(=O)Cc1c(C)nc2c(-c3ccc(Cl)cc3)c[nH]n2c1=O
3 | 0 | O=C(Nc1nc2nc(-c3ccccc3)cc(=O)n2[nH]1)c1ccccc1
-4 | 4 | O=C(CSCc1cccc(Br)c1)N/N=C/c1ccc2c(c1)OCO2
-1 | -6 | Cc1ccc(S(=O)(=O)NC(=O)CSc2nc3ccccc3s2)cc1
2 | 7 | Cc1cc(=O)n2nc(N3CCCC(C(=O)N4CCOCC4)C3)sc2n1 (configuration not stated)
4 | -5 | COc1ccc(-c2cc(=O)[nH]c(NCc3ccccc3)n2)cc1
7 | -10 | COc1ccc(CCNC(=O)COC(=O)c2cnccn2)cc1
-5 | 11 | Cc1nc2nc(SCC(N)=O)[nH]c2cc1Br
-5 | -15 | O=C1CSC(c2cn(-c3ccccc3)nc2-c2cccs2)N1CC1CCCO1 (configuration not stated)
-4 | -19 | CCN(C(=O)c1cc(Cl)ccc1OC)c1ccccc1C
1 | -18 | COc1cccc(C(N)c2nc(-c3csc4ccccc34)cs2)c1 (configuration not stated)
1 | 2 | Cc1nn(Cc2ccc(F)cc2)c(C)c1NC(=O)c1noc2c1CCCCC2
3 | 9 | CCCC(=O)c1ccc(N2CCN(C(=O)c3ccccc3)CC2)c(F)c1
0 | 12 | CC(=C1C(=O)c2ccccc2C1=O)N1CCN(c2ccccn2)CC1
-1 | 3 | CCOC(=O)C1=C(CN2CCN(C(=O)c3ccco3)CC2)NC(=O)NC1c1ccccc1 (configuration not stated)
-6 | -6 | Cc1ncc(CC(=O)n2cc(C(=O)c3cc(F)ccc3O)cn2)s1
2 | 3 | CC1=C2C(=O)OC(c3ccoc3)C2(C)CCC1 (configuration not stated)
-1 | -7 | CC1=C(C(=O)Nc2cc(C)ccc2C)C(c2cccs2)NC(=S)N1 (configuration not stated)
-8 | -4 | O=C(NC(=S)Nc1ccc(S(=O)(=O)N2CCCCC2)cc1)c1ccccc1

Later entries:
PglD inh | PGC1a acetyl inh | compound
-5 | 10 | O=C(c1cccc(C(=O)N2CCN(c3ccccc3)CC2)c1)N1CCN(c2ccccc2)CC1
2 | -24 | CCN(CC)S(=O)(=O)c1ccc(N2CCN(S(=O)(=O)c3ccc4c(c3)OCCO4)CC2)nc1
1 | 1 | CCN1CCN(c2ccc(NC(=O)Cc3ccccc3)cc2)CC1
-4 | 2 | CCCNC(=O)c1ccc2c(=O)c(O)c(-c3ccsc3)[nH]c2c1
5 | 16 | C=CCN1CC(c2nc3ccccc3n2Cc2cccc3ccccc23)CC1=O (configuration not stated)
1 | -1 | Cn1c(NCc2ccccc2)cc(=O)n(C)c1=O
2 | 5 | CC(C)(C)Cc1nnc(NS(=O)(=O)Cc2ccccc2)s1
-2 | 7 | COc1ccc(C(=O)Nc2cc3c(cc2N2CCOCC2)n(C)c(=O)n3C)cc1OC
-3 | -6 | Cc1ccc(Nc2ccc(-n3ccnc3)nn2)cc1C
6 | -2 | CCOC(=O)C1C(=O)NC(N2CCCCC2)=NC1c1ccco1 (configuration not stated)
1 | 21 | O=C(c1cc(S(=O)(=O)N2CCOCC2)ccc1F)N1CCCc2ccccc21
-1 | 0 | Cc1cccc(NC(=O)c2ccc3ccccc3n2)n1
5 | 7 | Cc1ccc2c(c1)C=CC(C)N2C(=O)c1ccccc1 (configuration not stated)
6 | -6 | CCN(CCO)C(=O)CC(c1ccccc1)c1cc(Br)ccc1O (configuration not stated)
-6 | 11 | COc1cc(C2NC(C(=O)O)Cc3c2[nH]c2ccccc32)cc(OC)c1OC (configuration not stated)
-4 | 1 | O=C(CCN1CCN(c2ccc(F)cc2)CC1)Nc1ccc(F)cc1
-6 | -14 | Cn1nnnc1SCc1csc(Nc2ccccc2)n1
4 | 17 | COc1ccc(C(=O)Nc2ccc3c(c2)Cc2ccccc2-3)cc1
-1 | 0 | COC(=O)CCCNS(=O)(=O)c1ccc2ccccc2c1
4 | 4 | CCSc1nc2n(n1)C(c1cccc(F)c1)C1=C(CCCC1=O)N2 (configuration not stated)
1 | -4 | CCOc1ccc(C(Nc2ccc(C)cc2)P2(=O)OCCC(C)O2)cc1 (configuration not stated)
-5 | 0 | Cc1ccc(N2C(N)=C(C#N)C(c3cccs3)C3=C2CC(C)(C)CC3=O)cc1 (configuration not stated)
-1 | -3 | O=C(Cn1cnc2ccccc21)Nc1cccc(S(=O)(=O)N2CCCC2)c1
0 | 1 | Clc1c(CSc2nc3ccccc3o2)nc2sccn12
0 | 9 | COC1(OC)N=C(NC(=O)Nc2ccccc2)C2(C#N)C(c3ccccc3)C12C#N (configuration not stated)
-5 | -10 | O=C(CCCc1nc(-c2ccccc2Cl)no1)NC1CCCCC1
-2 | 9 | CS(=O)(=O)N(CC(=O)N1CCC(C(N)=O)CC1)c1ccc(Cl)c(C(F)(F)F)c1
0 | 2 | CC(Nc1cc(=O)n(C)c(=O)n1C)c1ccccc1 (configuration not stated)
-1 | -9 | C#CC(C)(CC)NC(=O)Cn1nnc(-c2ccc(S(C)(=O)=O)cc2)n1 (configuration not stated)
2 | 4 | CC1CCCCN1C(=O)CSc1nnc(-c2cccnc2)n1C1CCCCC1 (configuration not stated)
-7 | 0 | COc1ccc(C(=O)NC(=O)N2CCCCC2)cc1
0 | -3 | CCn1nc(CC(=O)Nc2nnc(CC(=O)N3CCCCC3)s2)c2ccccc2c1=O

Quoted from the entries so far, three compounds:
PglD inh | PGC1a acetyl inh | compound
2 | 4 | CC1CCCCN1C(=O)CSc1nnc(-c2cccnc2)n1C1CCCCC1 (configuration not stated)
-7 | 0 | COc1ccc(C(=O)NC(=O)N2CCCCC2)cc1
0 | -3 | CCn1nc(CC(=O)Nc2nnc(CC(=O)N3CCCCC3)s2)c2ccccc2c1=O

These rows are one share of the data; count on the stated rates, not on these rows.
